Screens from PubChem BioAssay.
MEKK3 PB1 HTS: MEKK3-MEK5 PB1 interaction, increase or decrease | AID 1529 | binding response (% of control), % at 10 µM | bead-based flow cytometry, Alexa488-MEK5 binding to MEKK3; actives lie on both sides; 0 = blocked by unlabeled MEK5, 100 = vehicle | 290,000 compounds, 1.4% hits | Q99759;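 active = binding response more than 3 SD above or below the average of its plate-row segment, actives on both sides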;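 also: Alexa488 bead fluorescence after subtracting the streptavidin-only scavenger bead signal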
CRFR2-BP ag: CRF-BP/CRF-R2 complex agonism; activation, % at 13.2 µM; 350,000 compounds, 0.46% hits; HEK293 CRF-R2/CRF-BP, calcium dye fluorescence (FLIPR); percent of saturating CRF peptide response;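 active = activation of at least 50%, plus an integration ratio under a set limit after plate pattern correction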;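 also: plate controls were neutral control wells without compound for no effect and CRF at EC100 for full effect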
CRFR2-BP antag: antagonists of CRF-binding protein/CRF-R2 receptor complex; HEK293 CRF-R2/CRF-BP, CRF-induced calcium fluorescence; inhibition, % at 11.8 µM; 350,000 compounds, 0.59% hits;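 active = inhibition of the ligand-induced calcium signal above about 50% at the single tested concentration, limit read from the data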
pCIP destab: compounds decreasing mouse p/CIP protein stability; Q05BA5; F442A p/CIP-EGFP cells, EGFP fluorescence, 16 h; decrease of EGFP signal, % at 10 µM; 290,000 compounds, 0.01% hits; AID 1984;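 active = EGFP signal decrease of at least 30% at 10 µM or well 3 SD below plate mean, unless failing retest; inactive = the rest, including hits failing retest or dose response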; also: some compounds called inactive have numbers as strong as hits; many of its hits are not listed in these tables
PHOSPHO1 block: inhibitors of human PHOSPHO1 phosphatase | 290,000 compounds, 1.1% hits | Q8TCT1 | recombinant PHOSPHO1, absorbance phosphatase assay | inhibition, % at 13.3 µM; in the data active = inhibition above about 60%
Target sequence (Q8TCT1 whole entry, looked up): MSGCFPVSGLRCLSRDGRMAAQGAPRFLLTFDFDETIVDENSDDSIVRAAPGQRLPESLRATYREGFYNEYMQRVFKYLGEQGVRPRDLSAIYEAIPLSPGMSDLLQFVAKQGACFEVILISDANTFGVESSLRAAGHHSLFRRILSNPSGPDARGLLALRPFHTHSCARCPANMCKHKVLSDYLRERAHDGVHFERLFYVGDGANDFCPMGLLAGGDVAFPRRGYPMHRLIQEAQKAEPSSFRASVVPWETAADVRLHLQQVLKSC
GalR3 antagonist: human GalR3 antagonism | O60755 | HEK293 GalR3-CNG cAMP membrane potential fluorescence; galR3 body fused to GalR1 C-terminus | inhibition, % at 3 µM | 360,000 compounds, 0.44% hits | AID 651719;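 active = inhibition above the screen-wide average plus 3 SD, cut at about 13% in these data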;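 also: forskolin and galanin both at EC90 stimulate the cells; cAMP rise reported by CNG channel membrane potential dye signal; 0% = forskolin plus galanin with DMSO and 100% = forskolin alone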
Target sequence (O60755 1-299 limits assumed): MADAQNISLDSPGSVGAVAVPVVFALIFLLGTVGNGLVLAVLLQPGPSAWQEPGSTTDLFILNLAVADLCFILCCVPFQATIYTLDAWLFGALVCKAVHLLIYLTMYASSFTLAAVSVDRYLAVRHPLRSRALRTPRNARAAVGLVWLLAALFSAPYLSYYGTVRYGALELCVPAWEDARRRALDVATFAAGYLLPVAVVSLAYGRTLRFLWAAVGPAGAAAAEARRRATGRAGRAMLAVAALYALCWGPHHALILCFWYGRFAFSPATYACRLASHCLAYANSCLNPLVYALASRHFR
IDE act: IDE (human) activation, cell-based | AID 493087 | HEK cells, FAbeta-B cleavage, fluorescence polarization; 0% vehicle, 100% cell-free pure enzyme wells | activation, % at 5.96 µM | 340,000 compounds, 0.073% hits;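 active = activation above the mean of all tested compounds plus 3 SD, set per screening campaign, cut at about 17% in these data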
M4 PAM: CHRM4 positive allosteric modulation. P08173. CHO-K1 hM4/Gqi5, Fluo-8 calcium fluorescence, ACh EC20; 0% = ACh EC20, 100% = maximal ACh. activation, % at 3 µM. 360,000 compounds, 0.4% hits;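 active = activation above its plate's cutoff, the mean activation of sample wells plus 3 SD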; also: some results filed as inactive read as strong as hits
Target sequence (P08173 whole entry, looked up): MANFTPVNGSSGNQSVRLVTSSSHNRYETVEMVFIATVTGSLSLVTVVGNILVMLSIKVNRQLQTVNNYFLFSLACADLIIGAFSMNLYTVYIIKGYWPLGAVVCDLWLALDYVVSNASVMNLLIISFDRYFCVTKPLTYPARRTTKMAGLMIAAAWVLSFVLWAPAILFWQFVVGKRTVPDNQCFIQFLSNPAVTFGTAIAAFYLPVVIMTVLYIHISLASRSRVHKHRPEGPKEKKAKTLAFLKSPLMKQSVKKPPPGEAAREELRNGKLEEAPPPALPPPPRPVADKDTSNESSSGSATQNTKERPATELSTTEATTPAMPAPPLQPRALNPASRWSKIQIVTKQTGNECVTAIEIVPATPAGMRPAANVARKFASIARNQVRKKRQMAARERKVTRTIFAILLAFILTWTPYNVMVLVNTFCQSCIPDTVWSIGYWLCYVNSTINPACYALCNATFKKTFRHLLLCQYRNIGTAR
IDE cell inh: inhibits human insulin-degrading enzyme in HEK cells. 320,000 compounds, 0.41% hits. FAbetaB cleavage, fluorescence polarization. AID 434962. inhibition, % at 5.59 µM. P14735;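 active = percent inhibition above the average of all tested compounds plus 3 SD, set per screening campaign, cut at about 16% in these data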;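 also: IDE supplied by intact live HEK cells; FP after avidin binding of uncleaved biotin substrate so inhibition keeps polarization high; 0% = DMSO wells and 100% = 60 µM reference IDE inhibitor Ii1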
Numbers without * were called inactive; . = not tested or not shown.

SMILES	MEKK3 PB1 HTS	CRFR2-BP ag	CRFR2-BP antag	pCIP destab	PHOSPHO1 block	GalR3 antagonist	IDE act	M4 PAM	IDE cell inh
Cn1cccc1/C=N/NC(=O)c1sc2cc(Cl)ccc2c1Cl	104	.	.	0	-36	3	.	.	2
COc1ccc(CNC(=O)CCS(=O)(=O)c2ccc3c(c2)CC(C)N3C(=O)C2CC2)cc1 (stereo unspecified)	101	-0.6	-8	-8	26	0	9	5	2
COc1ccc(NCc2nn(CC(=O)c3ccc(Br)cc3)c3[n+]2CCCCC3)cc1	.	-0.3	-1	-3	16	5	7	-14	-2
Cc1nn(C(C)C(=O)NCc2ccco2)c(=O)c2nn(-c3ccccc3)c(C)c12 (stereo unspecified)	97	-2.6	-6	4	32	-8	3	-6	6
O=C(N/N=C/c1ccc(F)c(F)c1)c1cc2c(s1)-c1ccccc1CC2	107	2.4	-9	-6	-22	-2	-1	14	-2
CNc1ncc(C(=O)c2ccc(-c3ccccc3)cc2)s1	100	0.5	-7	15	6	-6	3	-7	-5
Cc1csc(SCCN2C(=O)c3ccccc3C2=O)n1	98	0.2	-33	-8	9	-1	5	-3	-2
Cc1nc([N+](=O)[O-])c(Br)n1CC(=O)c1ccc2ccccc2c1	104	5.2	-37	9	-3	-5	-3	-3	0
O=C(N/N=C/c1ccccc1C(=O)O)c1cccc(S(=O)(=O)N2CCCCC2)c1	.	0.5	0	.	.	-6	-4	6	4
O=C(NN=C1CCN(Cc2ccccc2)CC1)C(O)c1ccccc1 (stereo unspecified)	102	2.8	-30	-8	-9	-5	2	2	4
Cc1sc2ncnc(N3CCC(C(=O)N4CC(C)SC4=Nc4ccc(Cl)cc4)CC3)c2c1C (stereo unspecified)	.	2.9	7	.	.	-2	3	5	.
COc1ccc(S(=O)(=O)NCC2CCCN(Cc3cccc(C(C)=O)c3)C2)cc1 (stereo unspecified)	96	-0.7	5	5	7	3	3	3	5
CCOC(=O)COc1cccc2c(=O)n(CC(N)=O)ccc12	100	-1.1	2	7	32	1	-1	0	7
CCCCCC(=O)Nc1cccc(C2=NOC3(C2)C[C@@H](C(N)=O)N(C(=O)c2cc([N+](=O)[O-])cc([N+](=O)[O-])c2)C3)c1 (stereo partly specified)	99	0.6	2	-2	35	-3	0	-2	2
CCC1CCCCN1CCCNC(=O)CCCNC(=O)Cn1cnc2sc3c(c2c1=O)CCCC3 (stereo unspecified)	99	1.2	-11	17	44	2	-4	-15	0
c1c2c(cc3sc(N4CCOCC4)nc13)OCCO2	100	2.0	-18	-10	5	-5	2	-2	-3
Cn1cnnc1SCC(=O)N/N=C/c1ccc(OCC(N)=O)cc1	123	1.1	7	-7	42	1	8	10	0
COc1ccc2nc(NC(=O)c3ccc(F)cc3)sc2c1	107	-0.3	-16	-5	50	-11	-3	7	-7
O=c1[nH]nc(SCc2ccccc2)n1C1CC2C=CC1C2 (stereo unspecified)	99	3.5	-29	-3	4	-5	3	-12	2
COc1cc(OC)c2cc(C(=O)N/N=C/c3cccc(OC)c3O)[nH]c2c1	103	1.7	-4	0	15	-4	7	7	-2
COc1ccc(C)cc1NC(=O)NC1CCCCCCC1	101	-0.2	5	-2	13	-4	4	3	.
CCC1CCCCN1C(=O)CSc1nc2c(c(=O)n(C)c(=O)n2C)n1C (stereo unspecified)	111	1.2	7	-7	-5	-4	-1	-7	7
CCCCN(C)CCNC(=O)Cn1ncc2c(=O)oc3ccc(C)cc3c21	100	4.0	-20	-6	-13	.	-4	4	4
CCCc1cc(=O)oc2cc(C)cc(OCC(=O)NC3CC3)c12	97	9.8	-12	5	14	-8	5	-3	2
NC(=O)c1ccccc1OC1CCC1	127	-0.1	10	-2	32	2	.	-2	7

Reformatted in markdown: two of the compounds above
| SMILES | MEKK3 PB1 HTS | CRFR2-BP ag | CRFR2-BP antag | pCIP destab | PHOSPHO1 block | GalR3 antagonist | IDE act | M4 PAM | IDE cell inh |
| --- | --- | --- | --- | --- | --- | --- | --- | --- | --- |
| CCOC(=O)COc1cccc2c(=O)n(CC(N)=O)ccc12 | 100 | -1.1 | 2 | 7 | 32 | 1 | -1 | 0 | 7 |
| CCCc1cc(=O)oc2cc(C)cc(OCC(=O)NC3CC3)c12 | 97 | 9.8 | -12 | 5 | 14 | -8 | 5 | -3 | 2 |

14 successive compounds from above:
SMILES	MEKK3 PB1 HTS	CRFR2-BP ag	CRFR2-BP antag	pCIP destab	PHOSPHO1 block	GalR3 antagonist	IDE act	M4 PAM	IDE cell inh
Cn1cccc1/C=N/NC(=O)c1sc2cc(Cl)ccc2c1Cl	104	.	.	0	-36	3	.	.	2
COc1ccc(CNC(=O)CCS(=O)(=O)c2ccc3c(c2)CC(C)N3C(=O)C2CC2)cc1 (stereo unspecified)	101	-0.6	-8	-8	26	0	9	5	2
COc1ccc(NCc2nn(CC(=O)c3ccc(Br)cc3)c3[n+]2CCCCC3)cc1	.	-0.3	-1	-3	16	5	7	-14	-2
Cc1nn(C(C)C(=O)NCc2ccco2)c(=O)c2nn(-c3ccccc3)c(C)c12 (stereo unspecified)	97	-2.6	-6	4	32	-8	3	-6	6
O=C(N/N=C/c1ccc(F)c(F)c1)c1cc2c(s1)-c1ccccc1CC2	107	2.4	-9	-6	-22	-2	-1	14	-2
CNc1ncc(C(=O)c2ccc(-c3ccccc3)cc2)s1	100	0.5	-7	15	6	-6	3	-7	-5
Cc1csc(SCCN2C(=O)c3ccccc3C2=O)n1	98	0.2	-33	-8	9	-1	5	-3	-2
Cc1nc([N+](=O)[O-])c(Br)n1CC(=O)c1ccc2ccccc2c1	104	5.2	-37	9	-3	-5	-3	-3	0
O=C(N/N=C/c1ccccc1C(=O)O)c1cccc(S(=O)(=O)N2CCCCC2)c1	.	0.5	0	.	.	-6	-4	6	4
O=C(NN=C1CCN(Cc2ccccc2)CC1)C(O)c1ccccc1 (stereo unspecified)	102	2.8	-30	-8	-9	-5	2	2	4
Cc1sc2ncnc(N3CCC(C(=O)N4CC(C)SC4=Nc4ccc(Cl)cc4)CC3)c2c1C (stereo unspecified)	.	2.9	7	.	.	-2	3	5	.
COc1ccc(S(=O)(=O)NCC2CCCN(Cc3cccc(C(C)=O)c3)C2)cc1 (stereo unspecified)	96	-0.7	5	5	7	3	3	3	5
CCOC(=O)COc1cccc2c(=O)n(CC(N)=O)ccc12	100	-1.1	2	7	32	1	-1	0	7
CCCCCC(=O)Nc1cccc(C2=NOC3(C2)C[C@@H](C(N)=O)N(C(=O)c2cc([N+](=O)[O-])cc([N+](=O)[O-])c2)C3)c1 (stereo partly specified)	99	0.6	2	-2	35	-3	0	-2	2

The results go on.
SMILES	MEKK3 PB1 HTS	CRFR2-BP ag	CRFR2-BP antag	pCIP destab	PHOSPHO1 block	GalR3 antagonist	IDE act	M4 PAM	IDE cell inh
Cc1cccnc1NC(=S)NC(=O)c1oc2ccccc2c1C	100	0.5	2	6	16	-3	4	3	-1
CC(C)(C)N=C1NN=C(c2ccc(S(=O)(=O)N3CCCCC3)cc2)CS1	.	1.0	22	.	.	-3	2	4	11
CCOC(=O)C1CCCN(C(=O)C(=O)Nc2ccc3nc4n(c(=O)c3c2)CCCCC4)C1 (stereo unspecified)	98	0.6	2	4	23	.	5	-2	-2
COc1cc(C)ccc1OCCOCCOc1ccc(C)cc1[N+](=O)[O-]	115	0.2	29	5	-15	2	4	0	-3
Cc1cccc(NC(=O)CCCNC(=O)c2ccc(Cl)cc2)n1	102	-0.5	-3	1	28	-2	-1	0	1
C=CCN=C1NN=C(c2cc(C)n(CCOC)c2C)CS1	72	-1.4	18	-8	-4	-2	-3	7	-1
CC(C)c1ccc(NC(=O)c2ccc3snnc3c2)cc1	104	0.7	1	-12	25	-1	3	6	-7
CC(C)(O)c1cc(=O)sc2nc3ccccc3n12	100	-0.3	12	0	-11	-4	1	0	0
CN(CP(=O)(O)CN(C)S(C)(=O)=O)S(C)(=O)=O	105	2.6	-2	-1	15	-5	4	-1	4
COc1cc(Cl)c(S(=O)(=O)NCc2cccnc2)cc1Cl	98	-0.9	9	0	18	-9	-2	6	-2
O=C(Nc1cccc2c1CCCC2)c1ccc(Cl)c([N+](=O)[O-])c1	94	-1.3	-20	-2	7	0	3	-9	8
COC(=O)c1ccc(CSC2=NC[C@@H]3[C@@H]4C(=O)N(C)C(=O)[C@@H]4[C@](C)(C(=O)OC)N23)cc1	.	-1.4	-11	.	.	-6	2	1	.
COc1ccc(/C=N/NC(=O)c2ccncc2)cc1CN1CCN(c2ccc(F)cc2)CC1	106	-0.6	17	5	-13	-2	-2	-3	8
CC(C)(C)[C@H]1COC(=O)[C@@H](Cc2ccc(F)cc2)C/C=C\C[C@@H](CC(=O)N[C@H](CO)Cc2ccccc2)C(=O)N1	.	14	-8	.	.	-8	0	5	8
CCOC(=O)C1CCN(C(=O)c2ccc(Oc3cc(Cl)cc(Cl)c3)o2)CC1	106	-0.6	13	-2	32	-4	4	-11	9
Cc1cccc(N2CCN(C(C)C(=O)N3CCc4ccccc43)CC2)c1C (stereo unspecified)	100	-0.7	-8	-1	6	0	-1	-2	6
CSCCC(NS(=O)(=O)c1ccc(Cl)cc1)C(=O)OCC(=O)N1CCOCC1 (stereo unspecified)	107	-1.2	-4	.	.	-2	0	3	1
COc1ccc(S(=O)(=O)N(CCc2ccccc2)CC(=O)O)cc1	95	1.0	9	-4	-1	-4	4	17	7
COc1ccccc1NC(=O)COc1ccc(C(=O)NCC2CCCO2)cc1OC (stereo unspecified)	.	-1.0	8	.	.	-5	1	-2	3
CCOc1ccccc1NC(=O)C1CCCN1C(=O)c1cccs1 (stereo unspecified)	.	-0.7	12	.	.	0	4	10	-2
CCN(c1cccc(C)c1)S(=O)(=O)c1cc2c3c(c1)CCC(=O)N3CCC2	.	-0.6	8	.	.	-2	2	6	-2
COc1ccc(N(CC(=O)Nc2ccc(OC)c(OC)c2)S(=O)(=O)c2ccccc2)cc1Cl	95	0.4	-15	-11	29	7	0	-4	2
CCCCN(CC(=O)NCCOC)C(=O)Cn1nnc2ccccc21	103	2.1	18	7	-20	-2	6	1	2
O=C(c1cc(-c2ccccc2Cl)nc2ccccc12)N1CCN(c2ccccc2O)CC1	.	0.4	-13	.	.	3	-2	-7	-3
O=[N+]([O-])/C=C\c1ccc(N2CCCC2)c(F)c1	97	106*	-89	-5	-5	.	-33	-23	.
Further results follow.
SMILES	MEKK3 PB1 HTS	CRFR2-BP ag	CRFR2-BP antag	pCIP destab	PHOSPHO1 block	GalR3 antagonist	IDE act	M4 PAM	IDE cell inh
CCN(CC(=O)Nc1ccc(OC)cc1)C(=O)c1ccc(Cl)c(S(=O)(=O)N2CCCC2)c1	.	-3.0	5	.	.	-4	2	7	4
O=C(Nc1ccccc1OC(F)F)c1oc2ccccc2c1COc1ccccc1	104	5.6	-16	1	4	3	7	5	-3
O=[N+]([O-])c1ccc(NN=C(c2ccccc2)c2ccccc2)nc1	.	6.7	-18	.	.	-6	4	-1	.
CCCCCOC(=O)CSc1nc2c(c(=O)[nH]c(=O)n2C)n1Cc1ccc(Cl)cc1	105	1.6	-37	1	-6	.	3	8	0
CCCOc1cccc(C2/C(=C(/O)c3ccc(OC)cc3)C(=O)C(=O)N2CCN(C)C)c1 (stereo unspecified)	101	0.8	-5	6	5	4	2	6	-1
O=C(COc1ccc([N+](=O)[O-])cc1)NCc1cccnc1	112	-0.3	-3	-1	-9	-3	-1	-1	-5
